PriA SSB inh: inhibitors of Klebsiella pneumoniae PriA binding to SSB C-terminal tail | inhibition, % at 33 µM | AlphaScreen SSBct-PriA binding, biotinylated peptide | 430,000 compounds, 0.6% hits; in the data active = inhibition mostly above about 37%, no sharp cut-off; inactive = mostly below about 20%;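 also: plate controls were negative control peptide for no effect and reference peptide for full effect; strong numbers were not always called active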
Numbers without * were called inactive; & = joins results of further samples. Not all compounds are listed. The share of hits here may be higher or lower than overall.

Start of the data: the first five records, ahead of the listing:
SMILES	PriA SSB inh
O=C(NCc1ccccn1)c1sccc1S(=O)(=O)N1CCN(c2ccccc2)CC1	-3.0
CNC(=O)Cn1cc(-c2nnc(-c3ccco3)o2)c2ccccc21	-3.0
Cc1ccc(S(=O)(=O)N2CCc3ccc(NC(=O)C4CCCCC4)cc3C2)cc1	11.0
CC(O)(CNC(=O)C(=O)Nc1cc2c3c(c1)CC(=O)N3CCC2)c1cc2ccccc2s1 (stereo not drawn)	12.0
Cn1cc(C(=O)N2CCC(Oc3cnccn3)CC2)nn1	-11.0

All compounds of this part, previewed entries included:
SMILES	PriA SSB inh
O=C(NCc1ccccn1)c1sccc1S(=O)(=O)N1CCN(c2ccccc2)CC1	-3.0
CNC(=O)Cn1cc(-c2nnc(-c3ccco3)o2)c2ccccc21	-3.0
Cc1ccc(S(=O)(=O)N2CCc3ccc(NC(=O)C4CCCCC4)cc3C2)cc1	11.0
CC(O)(CNC(=O)C(=O)Nc1cc2c3c(c1)CC(=O)N3CCC2)c1cc2ccccc2s1 (stereo not drawn)	12.0
Cn1cc(C(=O)N2CCC(Oc3cnccn3)CC2)nn1	-11.0
O=C(CN1C(=O)c2ccccc2C1=O)NC[C@@H](c1ccco1)N1CCc2ccccc2C1	1.0
COc1ccc2cc(C(=O)N(CCc3cccs3)C3CC3)[nH]c2c1	-1.0
O=C(COc1ccc(Cl)cc1Cl)Nc1ncnc2sc3c(c12)CCCC3	-5.0
CCOC(=O)C1(C)C(=NNc2ccccc2OC)C(=O)C(=O)N1c1ccccc1 (stereo not drawn)	59.2
CCC(C(=O)NCCOc1ccc2nnc(-c3ccc(OC)cc3)n2n1)c1ccccc1 (stereo not drawn)	-4.0
Cc1cc(C)cc(N2CN=c3sc(=Cc4ccco4)c(=O)n3C2)c1	3.7
CC(CC(=O)Nc1ccc2c(c1)OCCO2)=NNC(=O)c1ccccc1F	7.7
COC1=CC(=CN(O)c2ccccc2)C=C(OC)C1=O	2.0
O=C(NCCCn1ccc2cccnc21)c1ccsc1	-26.0
O=S(=O)(CCOc1ccc(F)cc1)Nc1nc2ccccc2s1	-12.0
CCN([C@H]1CCS(=O)(=O)C1)S(C)(=O)=O	-11.0
Clc1ccccc1/C=C/C=NNc1nc(N2CCOCC2)nc(N2CCOCC2)n1	9.8
COc1ccc(C=NN=C2NC(=O)C(c3ccccc3)(c3ccccc3)S2)cc1	-11.4
CCOC(=O)N1CCN(C(=O)CSc2nnc(CCc3nc4ccccc4s3)o2)CC1	-6.0
COCC(=O)NN=Cc1cccc(OC)c1OC/C=C/c1ccccc1	-4.7
O=C(CSc1nnc(SCc2ccccc2Cl)s1)NN=Cc1c[nH]c2ccccc12	-23.8
Cc1ccc(S(=O)(=O)N(C(=O)c2ccccc2)c2c(Cl)c(Cl)c(O)c(Cl)c2Cl)cc1	3.0
CCC(=O)Nc1nc2cc3sc(NC(=O)CC)nc3cc2s1	-18.0&0.0
O=C(NCc1ccnc(-c2ccsc2)c1)c1ccc(OC(F)(F)F)cc1	-27.0

Quoted at random: five entries already listed.
SMILES	PriA SSB inh
O=C(CSc1nnc(SCc2ccccc2Cl)s1)NN=Cc1c[nH]c2ccccc12	-23.8
CCN([C@H]1CCS(=O)(=O)C1)S(C)(=O)=O	-11.0
COc1ccc(C=NN=C2NC(=O)C(c3ccccc3)(c3ccccc3)S2)cc1	-11.4
O=C(NCc1ccnc(-c2ccsc2)c1)c1ccc(OC(F)(F)F)cc1	-27.0
Clc1ccccc1/C=C/C=NNc1nc(N2CCOCC2)nc(N2CCOCC2)n1	9.8

The results go on.
SMILES	PriA SSB inh
CC(=NNC(=O)C(O)c1ccccc1)c1ccc(Br)s1 (stereo not drawn)	4.9
NC(=O)NN=Cc1c(F)cccc1F	-7.8
COc1c[nH]c(C(=O)Nc2nc(C)cs2)cc1=O	36.0
COc1ccc(Cl)cc1NC(=O)c1csc2nc(-c3ccc(F)cc3)cn12	-6.0&4.0
COc1ccc(OC)c(-c2cc(C(=O)NC[C@](C)(OC)c3ccccc3F)n(C)n2)c1	21.0
COc1cccc2c1O[C@@H](C)C(=O)N(c1ccccc1SC)C2	4.0
COc1ccc(C)cc1NC(=O)CCCOc1ccc(C(C)(C)C)cc1	-28.0&-7.0
O=C(NCC1CCN(C(=O)Oc2ccccc2)CC1)c1cc(-c2ccccc2)on1	-3.0
CCNC(=S)NN=C1C(=O)c2cccc3cccc1c23	6.4
CC(C)Cc1ccc(C(=NO)C(=O)O)s1	-7.1
COc1cc(=O)n(C)cc1C(=O)N1CCc2c(cnc3cc(C)nn23)C1	3.0
O=C(NC[C@]1(O)CCc2ccccc2C1)Nc1ccccc1Cl	2.0
COC(=O)CS[C@H]1CCN(C(=O)Cn2c(=O)oc3ccccc32)C1	-4.0
COc1ccc(C)cc1S(=O)(=O)n1nnc2ccccc21	-2.0
Nc1nnc(COc2ccccc2)o1	-19.0
CCc1ccccc1NC(=O)c1ccc(=O)n(Cc2cccc(F)c2)c1	-11.0
COC(=O)c1c(NC(=O)c2ccc(S(=O)(=O)N(C)c3ccccc3)cc2)sc(Cc2ccc3c(c2)OCO3)c1C	1.0
COC(=O)c1ccsc1NC(=O)CN1C(=O)c2ccccc2C1=O	5.0
Cc1ccc([C@H](CNC(=O)c2ccco2)N2CCOCC2)cc1	-1.0
COC(=O)c1ccc(NC(=O)CSc2ccc(NC(=O)c3cccc(F)c3)nn2)cc1	-4.0
CCOC(=O)C1=C(C)NC(=O)N[C@H]1c1ccc(C(=O)OC)cc1	-7.0
Cc1cc(O)c(C(c2cccc(O)c2)c2c(O)cc(C)n(CCO)c2=O)c(=O)n1CCO	-10.0
O=C(NCc1c(F)cccc1F)C(=O)Nc1ccc2c(c1)OCO2	-1.0
CC(O)(CNC(=O)C(=O)Nc1ccc2c(c1)OCO2)Cc1ccco1 (stereo not drawn)	2.0
Cc1ccnc(NS(=O)(=O)c2ccc(NC(=O)c3ccc(-n4cncn4)nn3)cc2)n1	-15.0
O=C(C[C@H](NCCN1CCOCC1)C(=O)O)Nc1ccc(Br)cc1	-11.0
O=C(O)c1cccn(Cc2ccc(C(F)(F)F)cc2)c1=O	5.0
COc1ccc(OC)c(S(=O)(=O)NCCN2CCN(c3ccc(F)cc3)CC2)c1	-7.0
O=C(Nc1ccc2c(c1)OCCO2)[C@@H]1CCCN1c1nc2ccccc2o1	-7.0
Cn1ncc([N+](=O)[O-])c1C(=O)NN=Cc1ccc(F)cc1	-12.9
Cc1ccc(-c2ccc(C=NN3C(=O)C4C5C=CC(CC5)C4C3=O)o2)c([N+](=O)[O-])c1 (stereo not drawn)	30.8
Cc1cc(CNC(=O)Nc2ccc(Cl)c(C(F)(F)F)c2)nc(N2CCOCC2)n1	1.0
CC(=O)c1ccc(C(=O)Nc2nc(-c3ccc(C)cc3)cs2)cc1	1.0
NCCc1nc(-c2ccco2)no1	-6.0
CC(=O)Cc1nsc(NC(=O)c2ccoc2COc2ccc(C)cc2)n1	-16.0
O=C(c1ccc(-c2ccsc2)cc1)N(Cc1ccsc1)Cc1ccco1	-3.0
COc1ccc(Cl)cc1S(=O)(=O)Nc1ccc2c(c1)CN(C(=O)C1CC1)CC2	-7.0
O=C(NCc1cc(-c2ccncc2)n(C2CCCC2)n1)NCc1cccs1	-9.0
O=C(NCc1ccsc1)C(=O)Nc1ccon1	0.0
Cn1nc(C2CC2)cc1N1CCN(C(=O)c2ccsc2)CC1	-8.0
COC(=O)c1c(NC(=O)c2c(F)cccc2F)sc2c1CCN(C(C)=O)C2	8.0
Clc1ccccc1C=Nc1cc(-c2ccccc2)nn1-c1ccccc1	-1.0
Cc1ccc(S(=O)(=O)Nc2ccc3c(c2)CN(C(=O)C2CC2)CC3)s1	-2.0
O=C(NCCn1ccc(-c2ccncc2)n1)C1c2ccccc2Oc2ccccc21	-6.0
COc1ccc(S(=O)(=O)c2c(C)cc(C)n(CC(=O)Nc3cc(OC)cc(OC)c3)c2=O)cc1	2.0
CCc1ccc(-c2cc3c(SCC(=O)Nc4ccc(Oc5ccccc5)cc4)nccn3n2)cc1	-10.0
COc1ccccc1NS(=O)(=O)c1cccc(C(=O)NN=Cc2ccc(C)o2)c1	2.6
Cc1ccc(OCC(=O)NN=Cc2c(C)[nH]n(-c3ccccc3)c2=O)c([N+](=O)[O-])c1	15.1
O=C(O)CC(CC(=O)NCC1CCN(S(=O)(=O)C2CC2)CC1)c1cccs1 (stereo not drawn)	-8.0
Cc1nc2ccc3nc(NC(=O)CCS(=O)(=O)Cc4ccccc4)sc3c2s1	11.0
CC(C)(C)OC(=O)NN=Cc1cccc([N+](=O)[O-])c1	-3.3
O=C(CCS(=O)(=O)c1ccccc1)Nc1nc2c(s1)C(=O)NCCC2	-2.0
CCc1ccccc1NC(=O)N1CCN(c2ccc3nnc(C)n3n2)CC1	-4.0
Cc1nc2ccc(C(=O)NCC3CCCN3c3nc4ccccc4o3)cc2s1 (stereo not drawn)	7.0
Cc1cc(C)c(N)cn1	-14.0&-10.0
O=C(NCC[C@H](O)c1ccccc1)C(=O)Nc1cccc(C(F)(F)F)c1	-4.0
COc1ccc(C)c2sc(N3CCN(C(C)=O)CC3)nc12	-12.0
Cc1ccc(O[C@H]2CCCN(C(=O)Cc3cccs3)C2)nn1	-3.0
CON=CCC(=O)Nc1ccc(Oc2ccccc2)cc1	-6.1
CCOc1ccc(S(=O)(=O)NC[C@]2(O)CCc3ccccc3C2)cc1C	10.0
(continued)
SMILES	PriA SSB inh
O=C(NCC[C@H](O)c1cc2ccccc2o1)c1ccc2nsnc2c1	0.0
COc1c(C)cnc(CN2N=C(c3ccccc3)c3ccccc3S2(=O)=O)c1C	-13.0
O=C(Cc1ccc(F)cc1)Nc1sc2c(c1-c1nc3ccccc3s1)CCCC2	-12.0
C(=NN=Cc1cccnc1)c1cccnc1	5.8
CC(C)CNC(=O)Cc1csc2nc(-c3ccc(Cl)cc3)cn12	-10.0
COc1cc(C(=O)Nc2ccc3c(c2)N(CCC(C)C)C(=O)C(C)(C)CO3)cc(OC)c1OC	32.0
CCc1ccccc1NC(=O)NCCNc1cc(Nc2cc(C)ccn2)ncn1	-26.0
C=CCn1c(-c2ccc(OC)cc2)cnc1SCC(=O)Nc1nccs1	-15.0
O=C(CC(c1ccccc1)c1ccccc1)Nc1ccc(CC(=O)N2CCC(O)CC2)cc1	-13.0
COc1cccc(N2C[C@@H](C(=O)NCc3nn(C)c4c3CCCC4)CC2=O)c1	-1.0
Cc1nnc(C2CCN(C(=O)c3cc(=O)c4ccccc4o3)CC2)s1	-3.0
CN1CCN(S(=O)(=O)c2ccc(NC(=S)NC(=O)c3ccc(C(C)(C)C)cc3)cc2)CC1	8.0
CS(=O)(=O)N1CCC(C(=O)NCC#CCOc2ccc3c(c2)OCO3)CC1	-19.0
CCOc1ccccc1C=NNc1ccc(Cl)nn1	8.5
Cc1cc(NS(=O)(=O)c2ccc([N+](=O)[O-])cc2)ccc1N1CCCCC1=O	3.0
Cc1cc(C)c(NC(=O)Cn2c(=O)c3ccccc3c3ccccc3c2=O)c(C)c1	4.0
Cc1ccc(SCCCC(=O)Nc2cccc3c2C(=O)NC3=O)cc1	-15.0
O=C(Nc1ccc(F)cc1)N1CCC(CNS(=O)(=O)c2ccc(OC(F)(F)F)cc2)CC1	-10.0
CN(C)S(=O)(=O)c1ccc(C(=O)N2CC(Oc3nc4c(C(F)(F)F)cccc4s3)C2)cc1	-5.0
CC(C)(C)C1CCc2c(sc3nc(CCC(=O)N4CCc5ccccc5C4)[nH]c(=O)c23)C1 (stereo not drawn)	-10.0
COc1ccc(C(=O)c2c(N)c(-c3nc(-c4ccc(F)cc4)cs3)c3ccccn23)cc1	-6.0
Cc1cc(C(F)(F)F)nc(CCNC(=O)c2cc3ccccc3o2)n1	-15.0
O=C(c1ccc(N2CCCC2)nn1)N1CCN(C(=O)c2ccco2)CC1	-7.0
COc1ccc(S(=O)(=O)CCCC(=O)Nc2nc3c(s2)Cc2ccccc2-3)cc1	-5.0
O=S(=O)(NCC(O)c1csc2ccccc12)C1CC1 (stereo not drawn)	-6.0
Cc1ccnc(Nc2ccc(NCCNC(=O)c3c(F)cccc3Cl)nn2)c1	6.0
O=S(=O)(N=C(c1ccc(Cl)cc1)N1CCOCC1)c1ccccc1	3.6
O=C(CSc1ccc(F)cc1)NCc1cnn2c1CCCC2	3.0
O=C(O)c1ccc(OC2CCCCC2)cc1	-7.0
CCOC(=O)C1CCCN(S(=O)(=O)c2cccc3cnccc23)C1 (stereo not drawn)	-1.0
CC(C)S(=O)(=O)c1ccc(CC(=O)N2CCC(Oc3ncccc3Cl)CC2)cc1	0.0
Cc1cc(C)c(S(=O)(=O)Nc2cnn(C3CCOCC3)c2)c(C)c1	-11.0
CC(C)CS(=O)(=O)C1CN(C(=O)Cn2cc(-c3ccc(F)cc3)cn2)C1	-11.0
Cc1nc2sc(C)c(C)n2c(=O)c1NC(=O)COc1ccc(Cl)cc1Cl	-14.0
O=C(Cn1cc(SCc2ccc(Cl)cc2Cl)c2ccccc21)N1CCOCC1	-1.0
CC(=NOCON=C(C)c1ccccc1F)c1ccccc1F	-15.2
CC(=NNC(=O)C1CC1(c1ccccc1)c1ccccc1)c1cccs1 (stereo not drawn)	-17.4
COc1ccc(C(=O)c2cn(CC(=O)NCc3ccccc3Cl)c3nc(C)ccc3c2=O)cc1	-6.0
CCOCC(=O)NCc1ccsc1	2.0
CN(C)c1ccc(C=NNC2=NS(=O)(=O)c3ccccc32)cc1	-0.8
O=C(CCC(=O)c1ccccc1)NC1CCN(c2nccs2)CC1	15.0
O=C(Cc1csc(NC(=O)c2ccco2)n1)Nc1ccc(F)c(C(F)(F)F)c1	1.0
Cc1nc(C)c(CNC(=O)Nc2ccc(F)c(Cl)c2)s1	2.0
COc1cc(-c2noc(CSc3nc(-c4ccccc4)cc(=O)[nH]3)n2)cc(OC)c1OC	-4.0
CCOC(=O)c1c(C)noc1N	-1.0
O=C(Nc1nnc(C2CCCO2)o1)C1CCN(S(=O)(=O)c2ccc(F)cc2)CC1 (stereo not drawn)	1.0&1.0
Cn1c(=O)[nH]c(=O)c2c1nc(N1CCN(Cc3ccccc3F)CC1)n2Cc1cccc2ccccc12	-13.0
CCOC(=O)N1CCN(C(c2ccccc2Cl)c2c(O)cc(C)n(Cc3ccccn3)c2=O)CC1 (stereo not drawn)	-5.0
CC(NS(=O)(=O)c1ccc(Br)cc1)C(c1cccs1)N1CCN(c2ccccc2F)CC1 (stereo not drawn)	4.0

Screening data from PubChem BioAssay.
